Dicer inh = blocks human Dicer maturation of pre-miR-21; cat-ELCCA pre-miR-21 Dicer processing, chemiluminescence; hits give high values; z-score at 25 µM; actives 6% (n = 47,000); Q9UPY3; AID 1347074; in the data active = z-score above about 3, passing the limit was not always enough;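 note: plate controls were vehicle for no effect and no enzyme for full effect; higher signal means more uncleaved substrate so more Dicer inhibition; strong numbers were not always called active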
Target sequence (Q9UPY3 whole entry, looked up): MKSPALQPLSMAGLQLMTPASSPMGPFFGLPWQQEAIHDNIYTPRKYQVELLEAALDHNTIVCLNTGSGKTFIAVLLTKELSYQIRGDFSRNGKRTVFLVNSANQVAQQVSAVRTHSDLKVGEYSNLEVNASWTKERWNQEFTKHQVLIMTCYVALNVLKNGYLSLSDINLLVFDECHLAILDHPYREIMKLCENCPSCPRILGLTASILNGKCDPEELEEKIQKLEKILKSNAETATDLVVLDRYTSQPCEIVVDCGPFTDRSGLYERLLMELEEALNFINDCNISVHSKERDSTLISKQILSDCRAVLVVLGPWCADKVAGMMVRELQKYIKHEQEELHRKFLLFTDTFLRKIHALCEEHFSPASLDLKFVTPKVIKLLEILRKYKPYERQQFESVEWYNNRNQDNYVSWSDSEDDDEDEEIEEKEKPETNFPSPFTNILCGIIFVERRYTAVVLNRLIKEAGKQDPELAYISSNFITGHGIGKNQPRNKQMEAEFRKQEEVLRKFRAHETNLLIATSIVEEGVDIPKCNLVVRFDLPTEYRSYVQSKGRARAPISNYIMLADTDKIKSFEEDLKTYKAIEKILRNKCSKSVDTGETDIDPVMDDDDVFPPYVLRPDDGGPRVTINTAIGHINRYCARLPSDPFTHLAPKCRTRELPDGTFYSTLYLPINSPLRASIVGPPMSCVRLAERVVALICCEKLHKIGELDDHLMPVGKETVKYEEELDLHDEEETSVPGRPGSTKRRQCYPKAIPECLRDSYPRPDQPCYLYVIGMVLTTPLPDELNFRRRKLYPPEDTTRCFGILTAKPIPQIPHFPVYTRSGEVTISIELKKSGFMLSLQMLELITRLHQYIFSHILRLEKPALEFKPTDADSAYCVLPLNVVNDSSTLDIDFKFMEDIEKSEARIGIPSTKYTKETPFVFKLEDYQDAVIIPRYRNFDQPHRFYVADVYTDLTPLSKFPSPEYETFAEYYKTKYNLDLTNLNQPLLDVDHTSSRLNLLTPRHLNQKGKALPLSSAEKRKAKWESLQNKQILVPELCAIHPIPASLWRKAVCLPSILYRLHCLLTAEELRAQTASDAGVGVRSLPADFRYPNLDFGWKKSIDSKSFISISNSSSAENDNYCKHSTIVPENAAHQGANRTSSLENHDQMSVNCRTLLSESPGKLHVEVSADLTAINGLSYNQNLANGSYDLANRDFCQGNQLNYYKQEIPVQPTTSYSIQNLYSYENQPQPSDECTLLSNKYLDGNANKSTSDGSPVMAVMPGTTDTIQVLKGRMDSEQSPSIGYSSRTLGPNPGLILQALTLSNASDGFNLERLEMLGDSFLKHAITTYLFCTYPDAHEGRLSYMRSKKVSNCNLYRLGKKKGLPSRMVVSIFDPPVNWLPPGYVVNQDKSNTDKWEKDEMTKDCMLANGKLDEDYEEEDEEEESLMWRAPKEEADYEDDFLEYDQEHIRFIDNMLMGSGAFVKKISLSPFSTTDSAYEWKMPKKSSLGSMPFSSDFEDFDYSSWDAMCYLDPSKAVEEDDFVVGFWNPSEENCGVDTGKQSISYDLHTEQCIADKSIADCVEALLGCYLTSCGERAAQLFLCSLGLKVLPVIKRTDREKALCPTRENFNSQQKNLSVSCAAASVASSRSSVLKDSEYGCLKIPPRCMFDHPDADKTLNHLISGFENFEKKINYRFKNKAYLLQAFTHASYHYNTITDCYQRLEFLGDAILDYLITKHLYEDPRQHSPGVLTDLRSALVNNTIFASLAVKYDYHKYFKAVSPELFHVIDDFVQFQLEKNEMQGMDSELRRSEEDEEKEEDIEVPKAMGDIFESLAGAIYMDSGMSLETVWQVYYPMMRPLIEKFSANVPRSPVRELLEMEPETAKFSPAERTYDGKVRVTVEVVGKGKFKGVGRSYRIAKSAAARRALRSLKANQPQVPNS
Active calls of the source: *. This is a subset; count on the stated rates, not on these rows.

SMILES | Dicer inh
Cn1c(=O)oc2cc(S(=O)(=O)Nc3ccc(O)cc3)ccc21 | 0.87
CCOc1ccc2nc(NC3=NCN(CCc4ccccc4)CN3)nc(C)c2c1 | 0.7
COc1cccc(C2Nc3ccccc3C(=O)N2c2ccc(F)cc2)c1O (configuration not stated) | 0.82
CCOCCNS(=O)(=O)c1cccc2c(N)cccc12 | -2.7
CC(=O)n1sc2nc(C)cc(C)c2c1=O | 0.02
CN1C(=O)c2cccc3c(S(=O)(=O)NC(Cc4c[nH]c5ccccc45)C(=O)O)ccc1c23 (configuration not stated) | -0.66
CCc1c(O)c2ccccc2n(C)c1=O | -0.16
O=c1n(-c2ccc(F)cc2)nc2n1CCCN2 | -0.02
COc1ccc(NC(C)=O)c(NC(=O)c2c(-c3ccccc3Cl)noc2C)c1 | -0.15
Cc1cc(C)nc(/N=C2\NC(=O)CC(C(=O)O)N2c2ccc(Cl)cc2)n1 (configuration not stated) | 1.1
COC(=O)c1sc(N2CCOCC2)c(C#N)c1N | -0.64
CN1CCN(c2ccc(C(=O)c3ccc(F)cc3)cc2)CC1 | 0.5
O=C(O)c1c[nH]c2ccc(OC(F)(F)F)cc2c1=O | 0.33
COC(=O)C1=C(N)n2c(s/c(=C\c3ccc(Cl)cc3)c2=O)=C(C#N)C1c1ccc(Cl)cc1 (configuration not stated) | -0.73
CNC(=O)C(C)NC(=O)OC(C)(C)C (configuration not stated) | 0.96
Cc1ccc(/C=C/c2onc(C)c2[N+](=O)[O-])o1 | -1.3
CCOC(=O)c1cc(C)n(-c2c(Cl)cc(Cl)cc2Cl)n1 | -0.09
COC(=O)/C(C#N)=C/c1cc(C)sc1C | 1.1
Cc1cc(C)n2c(SC(CNS(=O)(=O)c3ccccc3)c3ccccc3)nnc2n1 (configuration not stated) | 2.2
COc1ccc2c(c1C)OC(C)(C)CC2=O | 1.1

Reformatted with each value named: entries from further up
Molecule: O=C(O)c1c[nH]c2ccc(OC(F)(F)F)cc2c1=O
- Dicer inh: 0.33

Molecule: O=c1n(-c2ccc(F)cc2)nc2n1CCCN2
- Dicer inh: -0.02

(further entries)
SMILES | Dicer inh
CCCCC(C)(O)C/C=C/[C@H]1[C@H](O)CC(=O)[C@@H]1CCCCCCC(=O)OC (some centres not stated) | -0.73
O=C(Cn1nnc2sc3c(c2c1=O)CCCC3)N1CCOCC1 | -0.43
COc1ccc(C2=NN(C(=O)CCC(=O)O)C(c3ccc(OC)cc3)C2)cc1 (configuration not stated) | 0.65
CC1CN(c2ccc(NC(=S)N3CCSCC3)cc2)CC(C)O1 (configuration not stated) | -0.78
Cn1c(=O)c2c(ncn2CC(=O)O)n(C)c1=O | 30
CCN(CC)CC#CC(O)(c1ccccc1)c1ccccc1 | 0.86
CCCOc1ccc(C2C(C#N)=C(C)NC3=C2C(=O)CC(C)(C)C3)cc1OC (configuration not stated) | -0.11
O=C(Nc1ccc(OC(F)(F)F)cc1)c1cscc1Sc1ccc(Cl)cc1 | -0.61
CC(C)n1c(SCC(=O)C(C)(C)C)nc2cc(C(F)(F)F)ccc21 | -0.28
NC(=O)c1c(NC(=O)c2cnn3c(C(F)F)cc(-c4ccccc4)nc23)sc2c1CCC2 | -0.42
COc1ccc2cc(C(=O)c3ccc(Cl)c(C)c3)oc2c1 | 0.92
CC1=C(C#N)C(c2ccc(O)cc2)C2=C(CCCC2=O)N1 (configuration not stated) | -0.43
CO[C@H]1O[C@@H](COC(=O)c2ccccc2)[C@H](OC(=O)c2ccccc2)[C@H]1OC(=O)c1ccccc1 | -0.08
O=C(N/N=C/c1cccc(C(F)(F)F)c1)c1cccn1-c1ccc(F)cc1 | 0.51
CC(C)(C)c1ccc(-c2nc(-c3ccccc3)no2)cc1 | -0.66
c1ccc2c(NC3CCCCC3)nc(-c3ccncc3)nc2c1 | 0.3
N[C@@H](Cc1ccc(F)cc1)C(=O)O | -0.73
CCCN1C(=O)C2(/C(=C(/O)c3ccc(OC)cc3)C(=O)C(=O)N2CCCOC)c2ccccc21 (configuration not stated) | 3.1*
Cc1csc2c(N3CCN(C(=O)NC(C)(C)C)CC3)ncnc12 | 0.44
CCOC(=O)NC(=S)NNC(=O)c1cccnc1 | 0.44
NNC(=O)c1sc2nnc(-c3ccccc3)c(-c3ccccc3)c2c1N | 0.93
Cc1ccc2c(c1)CCCN2S(=O)(=O)c1c(C)c(C)c(C)c(C)c1C | -0.18
C#CCOc1ccc(C2C(C(=O)OC)=C(C)NC3=C2C(=O)c2ccccc23)cc1Cl (configuration not stated) | 0.56
CSc1nn(-c2c(Cl)cc(C(F)(F)F)cc2Cl)c(N)c1C#N | -0.81
O=C(O)CCC(=O)c1ccc2c(c1)OCCO2 | 2.7
COc1ccc(N=C2SCC(C(C)(C)C)=NN2C)cc1 | -1.1
CCOC(=O)Cc1csc(NS(=O)(=O)c2ccc3c(c2)CCO3)n1 | -1.6
COC(=O)/C(C#N)=C/c1cccc(Br)c1 | 9.3*
Nc1nc(N)c(S(=O)(=O)c2ccccc2)c(NC2CCCCC2)n1 | 0.06
CCOC(=O)C1=C(C)Nc2nc3ccccc3n2C1c1ccccc1F (configuration not stated) | 0.74
Cc1ccccc1N1CC23C=CC(O2)C(C(=O)O)C3C1=O (configuration not stated) | 0.09
Cc1cc2c(cc1C)NC(C)CC(=O)N2 (configuration not stated) | -4
CCN(CC)CCCC(C)Nc1nc(C)nc2cc(Cl)ccc12 (configuration not stated) | -0.22
COc1cc(CNCCSc2nnnn2C)cc(Cl)c1OCc1ccccc1 | -0.05
CCCc1cc(C(=O)Cc2csc(C)n2)c(O)cc1O | 1.6
COC(=O)/C(C#N)=C1/C(=O)Nc2ccccc21 | 1.7
CCN1CN=C(SCc2ccccc2Cl)NC1 | -1.8
Cc1ccc(C(=O)/C=C/Sc2nc3ccc(C)cc3[nH]2)cc1 | 1.1
CC(C)(C)S(=O)(=O)/C(C#N)=C/NN1CCCCC1 | 0.08
Cc1ccc2c(c1)C(O)(CC(=O)c1ccc(C)o1)C(=O)N2 (configuration not stated) | 1.5
COCCCNS(=O)(=O)c1ccc(NS(=O)(=O)c2ccc(C)cc2)cc1 | 4.7*
N#CCCc1c(Br)ccc(OCc2ccccc2)c1OCc1ccccc1 | -0.73
CC(=O)N1CCC(C(=O)O/N=C(\N)c2ccc(Cl)cc2)CC1 | 0.4
O=C1CCC2C(=O)N(CC(=O)N3CCCC3)C(=O)C2C1 (configuration not stated) | -0.13
CCOC(=O)c1nnn2c1nc(SCC(N)=O)c1ccccc12 | 0.63
COc1ccc2c(c1)CCc1sc(NC(=O)c3ccco3)nc1-2 | 3.1*
Nc1ccc2nc(SCc3ccccc3Cl)sc2c1 | 1.2
O=C(N=S1CCN(c2ncc(C(F)(F)F)cc2Cl)CC1)Nc1ccc(Cl)cc1 | -1.4
CS(=O)(=O)c1scc(-c2ccc(Cl)cc2)c1C#N | -0.65
Cc1cc(C)cc(NS(=O)(=O)c2cccc3cccnc23)c1 | -0.31
Cc1ccccc1-n1c(N)cc(=O)n(Cc2ccco2)c1=O | 1.4
Cc1cc(=O)oc2cc(NS(=O)(=O)c3ccc(F)cc3)ccc12 | 0.84
Fc1ccc(NC(=S)N2CCCCC2CCN2CCOCC2)cc1 (configuration not stated) | -0.25
COc1ccc(Cn2nc3n(c2=O)-c2ccccc2OC3)cc1 | -0.28
CC(C)(C)NC(=S)N/N=C/c1ccc(O)cc1 | 2.7
OC(Cn1cncn1)(Cn1cncn1)c1ccc(F)cc1F | -0.06
Cc1ccc2nc(CCC(=O)O)[nH]c2c1 | 1.6
N#Cc1cn(-c2ccc(OC(F)(F)F)cc2)c(=O)[nH]c1=O | 14
COc1ccc2ccccc2c1Br | -1.3
FC(F)(F)c1ccc(Oc2ccc(Oc3ccc(C(F)(F)F)cn3)cc2)nc1 | 1.6

(listing goes on)
SMILES | Dicer inh
CCCCCSc1nnc2[nH]c(=O)cc(N)n12 | 4.5*
COc1cc(-n2c(SCC(=O)c3ccc(Cl)cc3)nc3ccccc3c2=O)c(OC)cc1Cl | 3.8*
Cc1sc2c(c1C)CN(C(C)(C)C)CN2C(=O)c1ccccc1 | -1
O=C(O)c1cccc(N2C(=O)C3C4c5ccccc5C(c5ccccc54)C3C2=O)c1 (configuration not stated) | 0.43
Cc1ccc(C(=O)Cn2cncn2)cc1 | 0.5
O=S(=O)(NCc1ccccc1)c1ccc(-c2ccc(S(=O)(=O)NCc3ccccc3)cc2)cc1 | 0.29
CC1=C(C#N)C(c2ccccc2OC(C)C)C2=C(CC(c3ccc(Cl)cc3)CC2=O)N1 (configuration not stated) | -0.31
Cc1ccc([N+](=O)[O-])c(C(=O)N(CCc2ccccn2)c2ccccc2)c1 | 0.88
Clc1cc(Cl)c2c(c1)C=C1CCCCC1(N1CCCC1)O2 (configuration not stated) | 0.79
CCOC(=O)c1cnc2c(S(=O)(=O)C(C)C)csc2c1Sc1ccc(Cl)cc1 | -1.7
O=C1CCSC2=C1CS(=O)(=O)c1ccc(Cl)cc12 | 0.3
O=C(CN1C2=NCCCN2c2ccccc21)c1ccc2c(c1)OCO2 | 0.97
Fc1ccc(/C=N/Nc2c(Cl)cc(C(F)(F)F)cc2Cl)cc1Cl | 0.59
O=C(CSc1nc2ccccc2nc1N1CCOCC1)N1CCN(c2ccc(F)cc2)CC1 | 3.9*
CC1=C(C(=O)OCc2ccccc2)C(c2ccc(C)cc2)C2=C(CCCC2=O)N1 (configuration not stated) | 6.8
Cc1c(-c2ccn[nH]2)nnn1-c1cc(Cl)ccc1Cl | -0.5
O=C1C2C(c3ccccc3)OC3(C(=O)c4ccccc4C3=O)C2C(=O)N1Cc1ccccc1 (configuration not stated) | -0.15
N#C/C(=C\c1cc(Br)cs1)C(N)=O | 0.52
O=c1c2cnn(-c3ccccc3)c2nnn1/N=C/c1ccc([N+](=O)[O-])cc1 | 3.3*
O=C(CSc1nc(O)cc(=O)[nH]1)Nc1ccccc1F | -3.5
CCOc1nc2cccc(C(=O)OC(C)OC(=O)OC3CCCCC3)c2n1Cc1ccc(-c2ccccc2-c2nn[nH]n2)cc1 (configuration not stated) | 0.02
O=C(CSc1nnnn1-c1ccccc1)Nc1ccc2c(c1)OCO2 | 0
CCC(=O)NC(Nc1ccc(O)cc1)(C(F)(F)F)C(F)(F)F | 5.4
Cc1cc(N2CCN(C3CCCCC3)CC2)c2nncn2n1 | 1.3
O=C(Nc1ccc2ccccc2n1)c1ccco1 | -0.75
CCOC(=O)c1c(C)n(C)c2ccc(OCC(O)CN3CCC(C)CC3)cc12 (configuration not stated) | 0.39
O=C(Nc1ccccc1)N1CCSCC1 | 1.6
N#CC(Nc1ccc(I)cc1)c1ccccc1 (configuration not stated) | 2.2
NC(=S)Nc1ccc(C(F)(F)F)cc1 | -0.82
O=C(O)CSCC(=O)N1CCC2(CC1)OCCO2 | -0.46
O=C(O)Cn1cnc2scc(-c3ccccc3)c2c1=O | -0.87
O=C(O)CCSc1cccc2cccc(C(=O)O)c12 | -0.11
Cc1ncc([N+](=O)[O-])n1Cc1ccc(Cl)cc1 | 0.72
CCOC(=O)c1c(S(N)(=O)=O)c(C)n(-c2ccccc2)c1C | -0.92
O=C(Nc1sc2c(c1C(=O)Nc1ccc(Br)cc1)CCCC2)c1ccco1 | 2.3
CC(C)c1ccc(NCN2C(=O)CCC2=O)cc1 | 3.7*
CCN(C(=O)C(=O)c1c[nH]c2ccccc12)c1ccccc1 | 2
CCOC(=O)c1nnn(-c2nonc2N)c1CN(C)c1ccccc1 | -0.22
COC(=O)c1ccc2[nH]c(C)cc(=O)c2c1 | -0.77
COc1oc(-c2ccc(C)cc2)nc1C(F)(F)F | 4.3*
C[C@H](CCC(=O)O)[C@H]1CC[C@H]2[C@@H]3C(=O)C[C@@H]4CC(=O)CC[C@]4(C)[C@H]3CC(=O)[C@]12C | 44
CCOC(=O)C1CCN(S(=O)(=O)c2ccc(S(=O)(=O)c3ccccc3)s2)CC1 | 1.2
COc1cccc(CNCc2ccc3c(c2)OCO3)c1OC | -0.2
COc1ccc(OC)c(C2NC(=O)c3c(sc4c3CCCC4)N2)c1 (configuration not stated) | 0.09
C=CCc1c(C)nc(SCC(=O)C(C)(C)C)[nH]c1=O | 0.26
COc1ccc(-c2cnc3cc(-c4ccc(C(C)(C)C)cc4)nn3c2N)cc1OC | -1.1
c1ccc(C2C3COc4ccccc4C3=NN2c2ccccc2)cc1 (configuration not stated) | -0.26
NS(=O)(=O)c1ccc2c(c1)Cc1cc(S(N)(=O)=O)ccc1-2 | -1.6
O=C(CCn1nc(-c2ccc(F)cc2)ccc1=O)NCc1ccccc1 | -0.06
O=C(N/C=C/c1cccs1)NCc1ccc(C(F)(F)F)cc1 | 1.2
CC1CCN(C(=O)Cn2cc(C(=O)c3ccco3)c3ccccc32)CC1 | 0.09
CSc1nnc(SCC(=O)c2sc3ccc(Cl)cc3c2C)s1 | -0.6
COc1ccccc1Nc1nc(C)nc(N)c1S(=O)(=O)c1ccccc1 | 0.96
O=C(c1cccs1)N1CCCN(S(=O)(=O)c2cccc(Cl)c2Cl)CC1 | -0.98
Cc1ccc2c(c1)C(=O)C(=O)N2CCOc1ccc(C(C)(C)C)cc1 | 0.92
Cc1nn(CC/C(N)=N/OC(=O)c2ccc(Cl)cc2)c(C)c1Oc1ccc(Cl)cc1 | 0.04
CC1=CCC(C(=O)N(Cc2cccnc2)Cc2ccc(Cl)cc2Cl)C(C(=O)O)C1 (configuration not stated) | 0.73
Cc1cn(Cc2ccccc2Cn2cc(C)c(=O)[nH]c2=O)c(=O)[nH]c1=O | -0.85
